# GPR151 ag: activates the human receptor GPR151. activation, % at 11.2 µM. PathHunter beta-arrestin GPR151 cells, luminescence. 650,000 tested, 1% active. Q8TDV0. AID 1508602; in the data active = activation above about 4.9%;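 also: 0% = median of compound wells and 100% = cells with positive control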
# Target sequence (Q8TDV0 whole entry, looked up): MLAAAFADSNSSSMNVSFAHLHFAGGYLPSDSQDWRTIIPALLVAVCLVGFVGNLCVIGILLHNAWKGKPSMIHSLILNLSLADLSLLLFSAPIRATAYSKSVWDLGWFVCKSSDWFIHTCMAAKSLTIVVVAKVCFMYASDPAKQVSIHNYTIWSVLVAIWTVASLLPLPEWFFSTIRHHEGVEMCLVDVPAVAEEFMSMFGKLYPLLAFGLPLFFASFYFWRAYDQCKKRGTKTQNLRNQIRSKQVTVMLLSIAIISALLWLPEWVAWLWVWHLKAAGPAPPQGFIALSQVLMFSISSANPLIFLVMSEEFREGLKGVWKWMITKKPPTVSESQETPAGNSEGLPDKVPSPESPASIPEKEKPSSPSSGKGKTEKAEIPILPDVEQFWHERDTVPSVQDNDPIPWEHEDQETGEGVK
# FBW7 activator: human FBW7 E3 ligase activation, primary screen. Q969H0. AlphaScreen FBW7–phospho-cyclin E peptide binding, activator screen. normalized activity (activation), % at 26.1 µM. 650,000 tested, 0.13% active; in the data active = normalized activity above about 1.9%;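 also: purified mutant Fbw7 with reduced substrate affinity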
# Target sequence (Q969H0 whole entry, looked up): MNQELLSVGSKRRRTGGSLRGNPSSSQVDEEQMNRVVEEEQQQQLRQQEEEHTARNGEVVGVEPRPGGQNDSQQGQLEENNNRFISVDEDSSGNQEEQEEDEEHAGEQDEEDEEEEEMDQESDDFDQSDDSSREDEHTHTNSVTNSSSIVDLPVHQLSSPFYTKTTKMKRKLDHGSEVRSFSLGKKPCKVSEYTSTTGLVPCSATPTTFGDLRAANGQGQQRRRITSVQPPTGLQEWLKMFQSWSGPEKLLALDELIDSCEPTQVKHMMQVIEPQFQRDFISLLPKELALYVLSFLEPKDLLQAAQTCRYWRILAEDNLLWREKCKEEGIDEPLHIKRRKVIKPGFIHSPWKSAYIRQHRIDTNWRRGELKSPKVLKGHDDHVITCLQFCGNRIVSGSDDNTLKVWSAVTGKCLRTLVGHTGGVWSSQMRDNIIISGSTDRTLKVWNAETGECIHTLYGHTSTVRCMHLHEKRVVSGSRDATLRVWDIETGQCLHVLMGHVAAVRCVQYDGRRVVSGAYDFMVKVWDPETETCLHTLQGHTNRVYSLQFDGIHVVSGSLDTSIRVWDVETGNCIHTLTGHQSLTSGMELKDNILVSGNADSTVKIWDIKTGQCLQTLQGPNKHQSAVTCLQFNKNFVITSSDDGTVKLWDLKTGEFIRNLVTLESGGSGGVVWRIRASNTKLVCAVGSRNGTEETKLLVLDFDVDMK
# MITF inh: human MITF inhibition, primary screen. O75030. AlphaScreen MITF homodimerization, bead proximity signal. inhibition, % at 2.6 µM. 650,000 tested, 0.91% active. AID 1259374; in the data active = inhibition above about 50%;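 also: 0% = vehicle wells with protein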
# TEAD-YAP block: TEAD-YAP interaction inhibition; inhibition, % at 9.12 µM; HEK-TIYL cells, TEAD-Gal4/YAP UAS-luciferase luminescence; 640,000 tested, 1.4% active; AID 1259422; in the data active = inhibition above about 32%;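 also: 0% = median of test compound wells and 100% = reference inhibitor wells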
# * = called active by the depositor; · = not tested or not shown; & = joins results of further samples; ! = not confirmed by another sample.
# Values in the order: GPR151 ag	MITF inh	TEAD-YAP block	FBW7 activator
- CN1CCc2c(sc(NC(=O)CCSc3ccc(F)cc3)c2-c2nc3ccccc3s2)C1
→ 1.0	-30	12	0.2
- O=C1CC(c2cccs2)CC2=C1C(c1ccc3c(c1)OCO3)Nc1ccccc1N2 (centres undefined)
→ 0.7	14	0	0.2
- Cc1ccc(C2=NCCNC(C(F)(F)F)=C2)cc1
→ -1.2	9	4	0.1
- CCOC(=O)c1c(NC(=O)CCl)sc(Cl)c1-c1ccccc1
→ 0.1	16	23	0.1
- CCC1Oc2ccc(C)cc2NC1=O (centres undefined)
→ 1.3	-17	0	0.0
- COc1ccc(NC(=O)/C(C#N)=C\c2cc(Cl)c(OCC(=O)O)c(OC)c2)cc1
→ -0.9	11	20	0.1
- CCc1cccc(CC)c1NC(=O)CSc1nc2ccc(NC(=O)c3ccccc3OC)cc2s1
→ 0.5	1	5	0.0
- O=C1c2cccnc2C(Nc2ccc(F)cc2F)N1Cc1ccco1 (centres undefined)
→ 1.8	5	11	-0.1
- Cc1ccc(/C=C2\SC(=O)N(CC(=O)Nc3ccccc3F)C2=O)o1
→ -1.4	11	3	0.0
- COc1cc(CN2CCc3nnc(C(C)NC(=O)c4ccccc4C)n3CC2)ccc1O (centres undefined)
→ -0.7	-14	1	-0.1
- CCCSc1nnc2c(n1)OC(c1ccc(OC)c(C)c1)Nc1ccccc1-2 (centres undefined)
→ 1.8	8	-29	0.1
- NC(=O)c1c(NC(=O)c2n[nH]c(=O)c3ccccc23)sc2c1CCCC2
→ 0.6	3	-6	0.0
- COc1ccc([N+](=O)[O-])cc1NC(=O)c1ccc(Cl)cc1Cl
→ 0.9	13	3	-0.2
- COc1cc([N+](=O)[O-])ccc1NC(=S)NCc1cc(C)n(C)n1
→ 6.5*	21	8	0.0
- Cc1ccc(OC(=O)N[C@H]2C[C@H]3C(=O)N4CCC[C@H]4C(=O)N3C2)cc1
→ -2.3	9	-7	-0.1

# Taken from the results shown for reference:
# Values in the order: GPR151 ag	MITF inh	TEAD-YAP block	FBW7 activator
- CN1CCc2c(sc(NC(=O)CCSc3ccc(F)cc3)c2-c2nc3ccccc3s2)C1
→ 1.0	-30	12	0.2
- O=C1CC(c2cccs2)CC2=C1C(c1ccc3c(c1)OCO3)Nc1ccccc1N2 (centres undefined)
→ 0.7	14	0	0.2
- Cc1ccc(C2=NCCNC(C(F)(F)F)=C2)cc1
→ -1.2	9	4	0.1
- CCOC(=O)c1c(NC(=O)CCl)sc(Cl)c1-c1ccccc1
→ 0.1	16	23	0.1
- CCC1Oc2ccc(C)cc2NC1=O (centres undefined)
→ 1.3	-17	0	0.0
- COc1ccc(NC(=O)/C(C#N)=C\c2cc(Cl)c(OCC(=O)O)c(OC)c2)cc1
→ -0.9	11	20	0.1
- CCc1cccc(CC)c1NC(=O)CSc1nc2ccc(NC(=O)c3ccccc3OC)cc2s1
→ 0.5	1	5	0.0

# The listing continues:
# Values in the order: GPR151 ag	MITF inh	TEAD-YAP block	FBW7 activator
- O=C(c1ccnc2ccccc12)N1CCC2(CC1)OCc1cc(Cl)ccc1O2
→ -0.7	-19	10	0.1
- Cc1ccnc(NS(=O)(=O)c2ccc(NC(=O)Cc3ccc(Br)cc3)cc2)n1
→ 0.1	2	7	-0.1
- CCn1cc(S(=O)(=O)c2ccc(C)cc2)c(=O)c2cc(Cl)ccc21
→ 0.4	-8	-4	0.0
- COCCN1C(=O)c2ccccc2C(C(=O)Nc2ccccc2F)C1c1cccs1 (centres undefined)
→ -0.1	5	-1	0.0
- CCN(CC)S(=O)(=O)c1ccc(OC)c(NC(=O)CCCC(=O)O)c1
→ -1.2	0	-1	-0.1
- COc1ccc(C(c2c(O)cc(C)oc2=O)c2c(O)cc(C)oc2=O)cc1
→ 1.1	-11	-8	0.0
- COc1ccc(-c2cnnc(N(C)Cc3cnn(C)c3)n2)cc1
→ -0.1	8	36*	-0.3
- CCCN1CCN(C(=O)c2n[nH]c(=O)c3ccccc23)CC1
→ 2.1	-13	-8	0.0
- O=C(Nc1cccc(Cl)c1)N1CCc2nc3ccccn3c(=O)c2C1
→ -1.1	3	0	-0.1
- COc1cc(/C=C2\C(=O)Nc3ccccc32)cc([N+](=O)[O-])c1O
→ 0.8	8	6	0.0
- CN1CCN(C(CC(=O)c2ccc(Cl)cc2)C(=O)O)CC1 (centres undefined)
→ 2.7	5	-4	0.1
- C=CCSc1nc(C)c2ccccc2n1
→ -1.2	-8	-3	-0.1
- C=CCOC(=O)C1=C(C)NC2=C(C(=O)CCC2)C1c1cc(OC)c(OC)c(OC)c1 (centres undefined)
→ 0.7	6	1	-0.1
- CC1=CC2=NC(=O)/C(=C\c3cn(Cc4ccc5c(c4)OCO5)c4ccccc34)C(=N)N2O1
→ -0.6	6	4	0.1
- Cc1ccc(OCC(=O)Nc2ccccc2CO)c(C)c1
→ 0.5	-3	-38	0.1
- COCCn1nnnc1C(c1cc2cc3c(cc2[nH]c1=O)OCCO3)N1CCC(O)CC1 (centres undefined)
→ 1.6	8	-15	1.3
- CC(C)(C)c1ccc(NC(=O)CN2C(=O)C(C#N)C3(CCCCC3)C(C#N)C2=O)cc1 (centres undefined)
→ -0.5	-1	1	0.2
- Brc1ccccc1C=Nc1ccc2c(c1)OCO2
→ 0.5	6	-4	0.1
- CC(C)(C)Cn1nc(-c2ccc(Cl)cc2)c2c(N)ncnc21
→ -0.4	12	·	0.0
- CC(C)=C1C2C=CC1C1C(=O)N(c3cccc(I)c3)C(=O)C21 (centres undefined)
→ -0.1	19	-5	0.2
- O=C(NCCCO)C(=O)Nc1ccc(Br)cc1
→ 2.4	11	-27	0.0
- Cc1c(Cl)cccc1NC(=O)CSc1ncnc2c1sc1ccccc12
→ 12*	5	16	-0.1
- CC(=O)c1cc([C@@H]2C[C@H]3CN(Cc4cccc(Cl)c4)C(=O)[C@]34CCCN24)cs1
→ -0.9	-12	-3	0.0
- O=C(CSc1cnc2ccccc2n1)c1ccc(F)cc1
→ -2.4	4	49*	-0.2
- C/C=C(\C)C(=O)N1CCC2(CC1)c1ccccc1[C@@H](NC(=O)c1ccccc1OC)[C@@H]2OC
→ 0.0	9	15	-0.1
- CCCOc1ccc(NC(=O)CC2C(=O)N(C)C(=S)N2Cc2cccs2)cc1 (centres undefined)
→ 0.1	8	-4	0.0
- C/C(=C\C(=O)c1cccnc1)Nc1cc(Cl)ccc1C
→ 1.0	9	10	0.0
- COc1ccc(C(=O)NNC(=S)NC(=O)c2cccnc2)cc1
→ -0.5	-8	-4	-0.3
- Cc1cc(C)cc(CN2CCc3nnc(C(C)NC(=O)C4CCN(C)CC4)n3CC2)c1 (centres undefined)
→ 1.3	-16	0	0.1
- CC(C)(C)c1ccc(C(=O)N2CCN(CCNC(=O)c3ccsc3)CC2)cc1
→ 1.2	7	5	-0.1
- CCOc1ccccc1C(=O)Nc1c2c(nn1-c1cccc(C)c1C)CSC2
→ 0.8	8	-16	-0.3
- COc1cccc(NC(=O)C2C3C=CC4(O3)C2C(=O)N(CCCOC(C)C)C4C(=O)NC2CCCCC2C)c1 (centres undefined)
→ -0.8	6	-3	0.5
- CCn1c(SCC(N)=O)nc2c(c1=O)SCC2
→ 0.1	6	-1	-0.1
- COc1ccc(C2=N/C(=C\c3c(F)cccc3Cl)C(=O)O2)cc1
→ -1.9	5	12	0.2
- Cc1cc2c(c(=O)n1Cc1cccs1)C(c1ccco1)C(C#N)=C(N)O2 (centres undefined)
→ 0.8	19	-3	0.0
- O=C(N/C(=C/c1ccc(Cl)cc1)C(=O)N1CCOCC1)c1ccco1
→ -1.1	0	20	0.2
- CCc1c(C(=O)Nc2cc(C(=O)OC)ccc2C)csc1C
→ 2.6	4	0	-0.1
- O=C(/C=C/c1ccco1)c1ccc(NC(=O)c2cccs2)cc1
→ -0.3	24	-30	-0.2
- O=[N+]([O-])c1ccc(N2CCN(Cc3ccccc3[N+](=O)[O-])CC2)cc1
→ 1.2	9	27	-0.6
- CC(C)c1ccc(NC(=O)CC2SCCNC2=O)cc1 (centres undefined)
→ 0.1	-1	-34	-0.1
- O=C(O)CCC(=O)Nc1ccc(NC(=S)NC(=O)c2cccc([N+](=O)[O-])c2)cc1
→ -0.1	-9	-11	-0.1
- COC(=O)c1c(NC(=O)c2sc3ccccc3c2Cl)sc2c1CCN(C(C)C)C2
→ 0.4	1	-6	0.4
- Cc1ccc2[nH]c(=O)c(CN(CCCO)C(=O)Nc3ccccc3Cl)cc2c1
→ 2.2	-4	4	0.0
- c1ccc(-c2cnc(-c3cccnc3)nc2C2CCN(C3CCSC3)CC2)cc1 (centres undefined)
→ 3.6	-5	-1	-0.2
- O=C(CCC1(Cc2ccccc2)CCC(=O)N1)NCCCn1cccn1 (centres undefined)
→ -0.7	5	-7	0.0
- CSc1cccc(NC(=S)NC(=O)c2cncc(Br)c2)c1
→ 3.0	-3	4	-0.1
- CCCCC(C(=O)OCC(C)C)N1C(=O)C2C3c4ccccc4C(c4ccccc43)C2C1=O (centres undefined)
→ 0.9	10	-2	0.0
- COCCn1c(SCC(=O)Nc2ccc(C)cc2)nnc1-c1c[nH]c2ccccc12
→ -0.3	5	11	-0.1
- COc1ccccc1Nc1nc(C2(C)CCC(=O)O2)cs1 (centres undefined)
→ -2.3	16	-4	0.6
- COc1ccc(S(=O)(=O)NCCCCCC(=O)NC2CC2)cc1
→ -0.6	5	5	0.2
- O=C(NCC1(c2ccccc2)CCCC1)C1CC12CCN(C(=O)c1cnc[nH]1)CC2 (centres undefined)
→ 0.2	-1	3	0.0
- O=C1c2cccc(F)c2C(=O)N1c1ccc(CCc2nc3ccccc3o2)cc1
→ 0.7	4	-21	0.9
- CCOc1ccc(CN2CCN(C3CCSCC3)CC2CCO)cc1 (centres undefined)
→ -0.2	11	7	0.1
- NC(=O)c1ccc(-c2cccc3c2OC(CNC(=O)/C=C/c2ccccn2)C3)cc1 (centres undefined)
→ 0.9	-13	2	0.0
- CC(C)(C(=O)N1CCC2(CC1)NC(=O)c1ccccc1N2)c1ccc(Cl)cc1
→ -0.5	13	-13	0.2
- CCOc1ccc(C(=O)Nc2cc3nn(-c4ccc(C)cc4)nc3cc2C)cc1[N+](=O)[O-]
→ 1.4	5	-18	2.1*
- COCCNCCCCOc1ccc(C)cc1[N+](=O)[O-]
→ -1.4	17	-3	-0.1
- O=C(C1CCC(CNc2c(N3CCOCC3)c(=O)c2=O)CC1)N1CCc2ccccc2C1 (centres undefined)
→ -0.2	6	-12	0.0
- CCOC(=O)C1=C(C)N=c2s/c(=C/c3ccccc3F)c(=O)n2C1c1cccc([N+](=O)[O-])c1 (centres undefined)
→ 0.3	10	5	-0.1
- Brc1ccc2nc(C3CCCN3)[nH]c2c1 (centres undefined)
→ -1.1	40	-11	-1.1

# Continuation:
# Values in the order: GPR151 ag	MITF inh	TEAD-YAP block	FBW7 activator
- CN(C)c1ccccc1-c1cnc(Nc2ccc(N3CCOCC3)cc2)c2nccn12
→ 1.1	-8	-20	0.2
- CCn1c(=O)c2c(nc3n(CCOC)c(C)c(C)n23)n(C)c1=O
→ 3.2	3	6	-0.1
- Cc1cccc(Cn2c(N3CCCC3)nc3c2c(=O)[nH]c(=O)n3C)c1
→ -0.7	3	7	-0.2
- Cc1nc2c(c3c1[nH]c1ccccc13)C(=O)CCC2
→ 2.1	1	1	-0.1
- CC(C)N1CCc2c(sc(NC(=O)Cc3ccccc3)c2C#N)C1
→ 4.9*	2	4	0.0
- CC(C)Oc1cccc(C(=O)C2CCCN(S(=O)(=O)c3cccs3)C2)c1 (centres undefined)
→ 0.1	-8	-4	-0.1
- Cc1cccc(NC(=O)NNC(=O)c2ccc(OCC(C)C)cc2)c1C
→ -1.3	-2	-6	-0.1
- Cc1cc2oc(=O)cc(CSc3nncs3)c2cc1Cl
→ -0.4	8	9	0.8
- CCC(Sc1nc2cc(OC)c(OC)cc2c2nc(C)nn12)C(=O)NCc1ccco1 (centres undefined)
→ -0.1	2	-4	-0.1
- CCOC(=O)CC(=O)N1CCC(c2nc3c(nnn3Cc3ccc(C)cc3)c(=O)[nH]2)CC1
→ -0.3	20	7	0.0
- CC(C)c1ccc(C#N)c(SCC(=O)N2c3ccccc3Sc3ccccc32)n1
→ -0.2	5	4	0.0
- C=C(CC(=O)O)C(=O)OC1CC(C)CCC1C(C)C (centres undefined)
→ -0.3	-8	-7	0.1
- CCOC(=O)c1ccc(N2C(=O)CC(NNC(=O)c3ccc(N(C)C)cc3)C2=O)cc1 (centres undefined)
→ 2.0	14	-3	0.0
- CC(C)=CC[C@@H](O)C1=CC(=O)c2c(O)ccc(O)c2C1=O
→ 10.0*!	75*!	8&2	-0.4&-0.2
- COC(=O)CC(=O)CN1C(=O)c2ccccc2C1=O
→ -0.9	-1	11	-0.3
- COc1ccc(CC2(CO)CCN(Cc3cnn(-c4ccccc4)c3)CC2)cc1
→ 3.7	4	4	-0.1
- CN1CCN(Cc2c(O)ccc3c(=O)c(-c4ccc(Cl)cc4Cl)c(C(F)(F)F)oc23)CC1
→ -0.8	14	9	0.0
- O=S(=O)(NCC1(c2cccs2)CCCC1)c1ccccc1Br
→ 0.0	-11	-7	0.0
- O=C(Nc1ccc(-c2nc3cc(Cl)ccc3o2)cc1)c1ccc(-c2ccccc2[N+](=O)[O-])o1
→ -0.1	-4	-12	0.0
- CCOc1cc(C2C(C#N)=C(N)Oc3n[nH]c(-c4ccc5c(c4)OCO5)c32)ccc1OC(=O)c1ccco1 (centres undefined)
→ 0.4	0	-5	-0.2
- CCOC(=O)C1=C(O)/C(=C/c2ccc(C)o2)SC1=Nc1cccc(Cl)c1
→ 0.4	-8	-6	-0.1
- O=C(Cn1nnc(-c2ccc(N3CCOCC3)cc2)n1)NCC1COCCO1 (centres undefined)
→ -0.8	-4	-7	0.0
